Screens from PubChem.
ABHD5-PLIN5 inh = blocks binding of human ABHD5 to perilipin-5 | inhibition, % at 4 µM | 0.78% of 360,000 active | Q00G26+Q8WTS1 | Split G. princeps luciferase complementation, luminescence, 4 h;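 active means inhibition above the mean inhibition across every tested compound plus 3 SD, cut at about 22% in these data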;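 further: 0% = DMSO only wells and the 100% control is not disclosed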
Target sequence (Q00G26 whole entry, looked up): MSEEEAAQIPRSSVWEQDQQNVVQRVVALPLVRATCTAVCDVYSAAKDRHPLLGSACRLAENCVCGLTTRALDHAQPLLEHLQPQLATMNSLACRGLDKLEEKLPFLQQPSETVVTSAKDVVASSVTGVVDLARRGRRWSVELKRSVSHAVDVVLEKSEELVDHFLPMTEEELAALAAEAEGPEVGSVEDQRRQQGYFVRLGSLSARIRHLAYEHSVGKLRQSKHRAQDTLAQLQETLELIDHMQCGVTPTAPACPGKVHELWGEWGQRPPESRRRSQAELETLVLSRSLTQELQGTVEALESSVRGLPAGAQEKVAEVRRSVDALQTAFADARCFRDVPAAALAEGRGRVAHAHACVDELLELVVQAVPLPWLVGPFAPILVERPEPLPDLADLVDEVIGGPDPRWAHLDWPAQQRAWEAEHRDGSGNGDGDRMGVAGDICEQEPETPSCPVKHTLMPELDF
Target sequence (Q8WTS1 whole entry, looked up): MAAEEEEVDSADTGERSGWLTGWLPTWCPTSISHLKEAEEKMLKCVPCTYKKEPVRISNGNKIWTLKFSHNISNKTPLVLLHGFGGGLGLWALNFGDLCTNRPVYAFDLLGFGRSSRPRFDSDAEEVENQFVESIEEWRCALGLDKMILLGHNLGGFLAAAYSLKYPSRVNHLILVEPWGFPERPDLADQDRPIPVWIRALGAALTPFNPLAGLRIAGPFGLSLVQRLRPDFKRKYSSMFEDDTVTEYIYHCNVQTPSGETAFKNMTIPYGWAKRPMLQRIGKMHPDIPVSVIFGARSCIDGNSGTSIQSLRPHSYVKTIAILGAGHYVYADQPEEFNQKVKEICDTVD
MC4R antagonist = human MC4R antagonism in cAMP assay; AID 540295; inhibition, % at 6.5 µM; P32245; MC4R-expressing cells, MTII-stimulated cAMP, LANCE TR-FRET; 0.48% of 360,000 active;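 active means inhibition above its plate's cutoff, the mean of tested wells on that plate plus 3 SD, cut at about 29% in these data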;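 further: 0% = Melanotan II alone and 100% = Melanotan II plus saturating MCL0020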
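Assay system: U2OS cells stably expressing human melanocortin 4 receptor (MC4R) / Dosing: 6.5 µM / Timing: compound 30 min, challenge 1 h, detection 1 h / Measured by: Eu-cAMP/anti-cAMP TR-FRET, emission 671 nm / Replicates: singlicate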
TLR9-MyD88 block = inhibitors of human TLR9-MyD88 binding; CHO BLA complementation TLR9-MyD88, CCF4 FRET ratio; inhibition, % at 4.98 µM; 0.21% of 340,000 active;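 active means inhibition above the mean over all tested compounds plus 3 SD, cut at about 21% in these data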;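 further: 0% = DMSO only wells and 100% = clavulanate BLA inhibitor control wells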
MC4R ag barr = agonists of human melanocortin 4 receptor (MC4R) beta-arrestin; U2OS MC4R beta-arrestin complementation, luminescence; percent of melanotan II response, DMSO zero; activation, % at 8.9 µM; 0.98% of 360,000 active;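 active means activation above a per-plate cutoff, the mean activation of sample wells on that plate plus 3 SD, cut at about 8% in these data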
HTR2A ag = activates the mouse 5-HT2A serotonin receptor; CHO-K1 mHTR2A beta-arrestin complementation, luminescence; percent of 30 µM serotonin response; activation, % at 7.6 µM; 0.66% of 360,000 active; AID 624169;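 active means activation above a run cutoff, the mean activation of all tested compounds plus 3 SD, cut at about 14% in these data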;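 further: 0% = plate median of compound wells and 100% = 30 µM serotonin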
Glyco luc inh = blocks N-linked glycosylation in D54 reporter cells. D54 ERlucT glycosylation luciferase reporter, 24 h; percent of 100 nM tunicamycin response. reporter increase, % at 12.5 µM. 0.23% of 360,000 active. AID 588692;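 active means mean luciferase reporter signal, scaled so untreated is 0 and the glycosylation-blocking control 100, at or above a set limit in every replicate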;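 further: luciferase carries N-glycosylation sites so blocking glycosylation raises the light; 0% = median of neutral control wells and 100% = median of 100 nM tunicamycin wells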
H9c2 protect = protects H9c2 cardiomyocytes from peroxide injury. H2O2 injury protection, ATPLite, 2 h. protection from H2O2 cell death, % at 20 µM. 0.63% of 360,000 active;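 active means compounds giving at least 50% protection of heart cells from peroxide-induced death in the single-dose screen, raw or plate-pattern-corrected value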;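 further: 0% = DMSO wells with peroxide and 100% = DMSO wells without peroxide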
ABCB6 inh MLPCN = blocks the human ABCB6 transporter; Q9NP58; K562-ABCB6 porphyrin accumulation, flow cytometry, 1 h; stronger effect = lower value; fluorescence ratio to DMSO, % at 10 µM; 0.19% of 360,000 active; AID 602162;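 active means fluorescence ratio to DMSO below 75%, the collection mean minus 3 SD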;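 further: signal is porphyrin accumulated inside mitochondria; 100% equals median channel fluorescence of DMSO control wells; lower ratio means ABCB6 inhibition with less porphyrin fluorescence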
SRC2 inh = inhibits human steroid receptor coactivator 2. Q15596. inhibition, % at 9 µM. AID 651957. 0.17% of 370,000 active. HEK293 GAL4-SRC2 luciferase reporter, luminescence;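 active means inhibition above the mean inhibition of all tested compounds plus 3 SD, set per campaign, cut at about 52% in these data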;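 further: 0% = DMSO treated cells and 100% = cells given Gossypol at 36 µM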
NOD2-RIPK2 inh = NOD2-RIPK2 protein interaction inhibition | inhibition, % at 4.98 µM | CHO BLA complementation NOD2-RIPK2, CCF4 ratio | 0.38% of 360,000 active; in the data active means inhibition above about 21%;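 further: 0% = vehicle only and 100% = reference blocker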
* hit, by the source's call; · = not tested or not shown.

SMILES	ABHD5-PLIN5 inh	MC4R antagonist	TLR9-MyD88 block	MC4R ag barr	HTR2A ag	Glyco luc inh	H9c2 protect	ABCB6 inh MLPCN	SRC2 inh	NOD2-RIPK2 inh
COc1cc(OC)cc(C(=O)NCC(=O)N2CCC(C)CC2)c1	-5	-3	-8	-0.7	28*	0	-1	87	-6	-5
CCc1nc2c(OCc3ccc(C#N)cc3)cccn2c1N(C)C(=O)c1cccs1	-2	1	·	-1.4	-3	0	8	94	-7	7
COc1cc(/C=N/NC(=O)c2c(-c3c(Cl)cccc3Cl)noc2C)ccc1OCC(N)=O	-1	3	4	0.1	2	2	23	97	13	5
CC(C)CNC(=O)C1Nc2ccc(OC(F)(F)F)cc2C2C=CCC12 (stereo not given)	-5	3	-8	8.0	-3	1	-4	94	-10	-5
CSc1ccccc1NC(=O)c1cc(-c2ccc3c(c2)OCO3)on1	-5	-3	1	12*	2	-1	-7	95	-11	-3
CCCCn1c(N)c(N(Cc2ccccc2OC)C(=O)c2ccc(N3CCCC3=O)cc2)c(=O)[nH]c1=O	-7	6	2	-3.0	6	2	8	101	16	-5
O=C(Nc1ccccc1)Nc1cccc(-c2cn3cccnc3n2)c1	-1	5	7	-0.8	-1	7	6	96	-20	9
CC(C)(C)c1ccc(S(=O)(=O)NNC(=O)c2cc3ccccc3[nH]2)cc1	-11	10	-8	17*	11	0	-4	98	-28	3
COc1ccccc1C(=O)Nc1cc(Cl)ccc1O	5	-1	8	-1.3	-1	1	-4	97	-13	5
CCOC(=O)c1c(C)[nH]c(C(=O)OCc2ccc(C)cc2)c1C	-7	16	8	-0.2	3	0	-2	97	-43	11
CC(C)(C)c1ccc(-n2ncc3c2CCCC3NC(=O)c2csnn2)cc1 (stereo not given)	1	1	-10	-1.6	2	4	-16	89	-1	1
Cc1ccc(NC2(c3nnnn3-c3c(C)cccc3C)CCCCC2)cc1	-7	22	-6	0.5	-6	-10	-6	103	-14	-2
CC(C)(C)OC(=O)N[C@@H](Cc1ccccc1)c1nnc(SCC(=O)c2ccc(Cl)cc2)o1	-2	-1	0	35*	2	0	-11	89	4	-3
COc1ccc(-c2cc(C(=O)O)c3sc(N4CCCCC4)nc3n2)cc1OC	-7	6	-8	0.4	-1	1	-12	101	13	-2
CCOc1ccccc1CN1CCNC(=O)C1CC(=O)NCc1ccccn1 (stereo not given)	12	0	-2	0.5	3	1	1	99	3	2
Cc1cc(Cl)c2oc(C(=O)N(CCO)Cc3ccccc3)c(C)c2c1	0	-4	-4	1.5	0	1	2	99	13	2
CN(Cc1ccc(F)cc1)C(=O)c1cccc(NS(=O)(=O)c2ccccc2)c1	-4	8	-4	-3.8	-2	0	-1	96	-6	-2
Cc1nc(NC(=O)c2cccnc2Cl)sc1C	9	8	-1	-1.5	3	-6	-2	104	-65	-2
COc1ccc(CNC(=O)C2CCCN(Cc3nc(-c4cccc(C)c4)oc3C)C2)cc1 (stereo not given)	7	5	3	2.1	-1	-4	-23	97	34	6
Cc1cccc(NC(=O)CCc2nc3sc4c(c3c(=O)[nH]2)CCCC4)n1	-2	5	3	-1.9	-3	3	7	99	-13	-3
Cc1ccc(Cc2c(-c3cccc(Cl)c3)nc3ccc(C)cn23)cc1	5	·	·	·	0	-3	-7	102	-37	-2
CC/C(=C(\c1ccc(O)cc1)c1ccc(OCCN(C)C)cc1)c1ccccc1	4	4	-16	0.7	-4	0	-44	108	1	0
Fc1cccc(Cl)c1-c1nnc2ccc(N3CCOCC3)nn12	-2	-11	1	-0.7	-1	0	-1	97	8	4
Cc1cc2nccc(-c3ccc(Cl)cc3Cl)n2n1	4	6	0	-1.3	-3	-2	-4	98	-12	2

Quoted at random: 7 entries already listed, in no set order.
SMILES	ABHD5-PLIN5 inh	MC4R antagonist	TLR9-MyD88 block	MC4R ag barr	HTR2A ag	Glyco luc inh	H9c2 protect	ABCB6 inh MLPCN	SRC2 inh	NOD2-RIPK2 inh
Cc1cc2nccc(-c3ccc(Cl)cc3Cl)n2n1	4	6	0	-1.3	-3	-2	-4	98	-12	2
CCOc1ccccc1CN1CCNC(=O)C1CC(=O)NCc1ccccn1 (stereo not given)	12	0	-2	0.5	3	1	1	99	3	2
COc1cc(/C=N/NC(=O)c2c(-c3c(Cl)cccc3Cl)noc2C)ccc1OCC(N)=O	-1	3	4	0.1	2	2	23	97	13	5
Cc1cccc(NC(=O)CCc2nc3sc4c(c3c(=O)[nH]2)CCCC4)n1	-2	5	3	-1.9	-3	3	7	99	-13	-3
CC(C)(C)c1ccc(-n2ncc3c2CCCC3NC(=O)c2csnn2)cc1 (stereo not given)	1	1	-10	-1.6	2	4	-16	89	-1	1
COc1ccccc1C(=O)Nc1cc(Cl)ccc1O	5	-1	8	-1.3	-1	1	-4	97	-13	5
CCCCn1c(N)c(N(Cc2ccccc2OC)C(=O)c2ccc(N3CCCC3=O)cc2)c(=O)[nH]c1=O	-7	6	2	-3.0	6	2	8	101	16	-5

(list continues)
SMILES	ABHD5-PLIN5 inh	MC4R antagonist	TLR9-MyD88 block	MC4R ag barr	HTR2A ag	Glyco luc inh	H9c2 protect	ABCB6 inh MLPCN	SRC2 inh	NOD2-RIPK2 inh
O=c1nc(-c2ccccc2)n(-c2ccc(Cl)cc2)[nH]1	-5	12	0	0.3	-1	1	3	100	-17	-4
O=C1CN(C(=O)COC(=O)CNC(=O)c2ccccc2)c2ccccc2N1	1	-3	1	-1.2	8	9	2	104	-18	-3
S=c1nc(-c2ccccn2)c(-c2ccccn2)n[nH]1	-3	·	·	·	-3	6	-4	98	·	-6
CCOC(=O)c1cc(C(C)(C)C)oc1CNC(=O)c1c(C)oc2c1CCCC2	-3	0	4	1.8	-3	-4	9	94	4	-3
CC1CCCCN1C(=O)CNCC1CCCO1 (stereo not given)	3	7	-14	-1.2	-2	1	-4	101	4	-3
COC(=O)c1ccccc1NC(=O)C12CC3CC(C1)CC(n1cnc(Cl)n1)(C3)C2	3	-42	5	-2.0	1	-1	6	95	10	6
CN1CCN(C(=S)c2ccc(-c3cccc([N+](=O)[O-])c3)o2)CC1	-10	23	-3	-1.1	-5	0	1	94	-43	6
Cc1ccc(-c2nnn(Cc3nc(N)nc(N4CCOCC4)n3)n2)cc1	0	-3	-2	0.3	-2	3	2	95	10	-2
Cc1cc(OC(=O)c2ccc(S(=O)(=O)N3CCOCC3)cc2)c([N+](=O)[O-])c(=O)[nH]1	2	-1	-1	-3.2	-1	2	0	98	-21	-5
CC(C)c1ccc(NC2CCCN(C(=O)c3cccnc3)C2)cc1 (stereo not given)	1	-1	-3	-4.0	11	-1	4	97	-3	5
O=C(OCN1C(=O)c2ccccc2C1=O)C1CCCCC1	2	7	11	-0.4	-2	-1	0	99	-2	-4
CN(CC(=O)N1CC=C(c2ccccc2)CC1)S(=O)(=O)c1cnc[nH]1	2	6	-5	-2.3	-1	0	3	116	2	-5
O=C(NCc1ccco1)c1cccc(S(=O)(=O)N2CCN(Cc3ccccc3)CC2)c1	3	-7	-2	1.9	-5	0	-3	102	2	-3
CCNC(=S)NNC(=O)c1cc(Br)cs1	0	2	-7	-1.2	1	1	6	98	-18	-3
COc1ccc(C(=O)Nc2ccc(C(=O)NCCc3ccc(OC)c(OC)c3)cc2)cc1	2	7	6	0.5	-1	0	7	94	6	3
O=C(Nc1ccc2c(c1)CN(Cc1ccc(CO)o1)CC2)c1ccc(C(F)(F)F)cc1	6	-4	-10	-1.8	6	0	-4	98	-2	2
COc1cccc(NC2c3ccccc3C(=O)N2Cc2ccccc2Cl)c1 (stereo not given)	-1	3	-9	-1.6	-5	-2	2	100	1	7
O=C(COC(=O)CCNS(=O)(=O)c1ccccc1)NNC(=O)c1ccccc1	-1	-1	4	-2.3	2	-1	7	96	-1	1
CC(C#N)(NC(=O)CN1CCN(S(=O)(=O)c2ccc(Br)cc2Cl)CC1)C1CC1 (stereo not given)	3	8	6	-2.4	-2	-2	-2	99	-13	-7
Cc1cccc2cc(/C=C/C(=O)c3ccco3)c(Cl)nc12	42*	15	·	0.5	4	31*	13	99	0	-3

Some of the compounds tested; count on the stated rates, not on these rows.
